Bioassay records as filed in PubChem.
RmlCD inh 1536 – M. tuberculosis RmlC/RmlD coupled enzyme inhibitors, primary screen, biochemical, compound mixtures, 384-well, from 1536-well plates | dTDP-4-dehydrorhamnose reductase (Mycobacterium tuberculosis (strain ATCC 25618 / H37Rv)) … | RmlC+RmlD coupled enzyme assay, percent inhibition; primary screen in compound mixtures | inhibition, % at 3.6 µM | actives 0.03% (n = 160,000); in the data active = inhibition mostly above about 34%, no sharp cut-off; also: some results filed as inactive read as strong as hits
Target sequence (P9WH09 whole entry, looked up): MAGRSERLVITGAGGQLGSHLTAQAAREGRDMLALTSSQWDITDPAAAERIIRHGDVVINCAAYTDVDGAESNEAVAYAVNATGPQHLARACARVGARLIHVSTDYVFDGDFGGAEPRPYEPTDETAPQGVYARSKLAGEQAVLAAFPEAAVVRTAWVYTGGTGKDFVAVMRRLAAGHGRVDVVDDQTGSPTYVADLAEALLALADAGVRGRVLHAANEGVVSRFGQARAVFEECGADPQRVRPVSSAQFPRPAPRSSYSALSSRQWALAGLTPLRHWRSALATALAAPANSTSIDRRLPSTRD
Target sequence (P9WH11 whole entry, looked up): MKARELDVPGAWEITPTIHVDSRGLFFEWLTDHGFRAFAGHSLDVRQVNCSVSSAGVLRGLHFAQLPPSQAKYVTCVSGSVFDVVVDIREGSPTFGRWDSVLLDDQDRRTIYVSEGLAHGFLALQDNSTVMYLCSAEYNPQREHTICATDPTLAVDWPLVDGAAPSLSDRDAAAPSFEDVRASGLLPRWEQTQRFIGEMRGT
M. tuberculosis GlmU – inhibition of mycobacterial GlmU enzyme – biochemical, glucosamine-1-phosphate acetyltransferase (AID 1376) | inhibition, %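 (tested at 30 µM in the primary screen)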; hits with a dose series show IC50 in µM | actives 0.25% (n = 220,000) | M. tuberculosis GlmU acetyltransferase enzyme assay; higher % means a stronger effect; in the data active = inhibition above about 13%;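 also: 0% = complete reaction with vehicle and 100% = reaction without substrate; strong numbers were not always called active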
* = called active by the depositor; x = no result given.

molecule	RmlCD inh 1536	M. tuberculosis GlmU
Cc1cccc(C)c1NC(=O)N1CC=C(n2c(=O)[nH]c3ccccc32)CC1	x	1.9%
Cc1ccc(-c2nnn3c2nc(NCCc2ccc(S(N)(=O)=O)cc2)c2ccccc23)cc1	10	2.2%
N#Cc1c(-c2ccccc2)nc2n1CCS2	-8	4.8%
CCC(Sc1nc(N)c(NC(=O)c2ccc(OC)cc2)c(=O)[nH]1)C(=O)O (centres undefined)	-8	-4.6%
COc1ccccc1CCNC(=O)c1ccoc1C	-5	1.1%
O=c1[nH]c(CN(CCc2ccccc2)S(=O)(=O)c2ccc(Cl)cc2)nc2ccccc12	x	-2.0%
CC(=O)N1CCN(c2ccc(N=Cc3c(O)n(Cc4ccccc4)c(=O)[nH]c3=O)cc2)CC1	x	1.6%
CC1=C(C(=O)Nc2ccc(F)cc2)C(c2ccc(C)o2)C2=C(CC(C)(C)CC2=O)N1 (centres undefined)	7	-1.0%
COc1ccc(CCCc2n[nH]c(=S)n2C)cc1C	-9	x
COc1ccc(C2CCN(Cc3cccnc3)CC2O)cc1 (centres undefined)	9	3.3%

(further entries)
molecule	RmlCD inh 1536	M. tuberculosis GlmU
COc1ccc(N2C(=O)CSCC2=O)cc1OC	10	-7.9%
COc1cccc(C(=O)NC(=S)N2CCN(c3ccc(C(F)(F)F)cc3[N+](=O)[O-])CC2)c1	x	-0.3%
CCOc1ccc(N2C(=O)S/C(=C\c3ccc(O)c(OC)c3)C2=O)cc1	5	1.8%
O=C(c1cccc(C(F)(F)F)c1)C1CCCN(Cc2cccc(OCCO)c2)C1 (centres undefined)	x	1.5%
O=C(NC(=S)NCc1ccccc1)C1CC1	x	-5.5%
CS(=O)(=O)N1CCCC(C(=O)Nc2ccc(F)cc2F)C1 (centres undefined)	3	6.2%
CCCN(C(=O)CSc1nnnn1C)C1CCS(=O)(=O)C1 (centres undefined)	x	-0.7%
c1ccc(Nc2nc3ccccc3o2)cc1	9	0.9%
O=C(Nc1ccc(N2CCCCC2)cc1)c1cncc(Br)c1	x	2.2%
Cc1nn(CC(=O)N/N=C/c2ccc3c(c2)OCO3)c(C)c1Br	9	-6.0%

The listing continues:
molecule	RmlCD inh 1536	M. tuberculosis GlmU
O=C(COc1ccc2c(c1)C(=O)CC1(CCCCC1)O2)NCc1ccccn1	x	0.5%
CCCC(=O)Nc1cc(C(F)(F)F)ccc1N1CCOCC1	4	-3.9%
CC/C(=N/N=C(\CC)c1ccccc1)c1ccccc1	-11	0.1%
COc1cccc(N2CCN(C(=O)C3CCN(S(=O)(=O)c4cccs4)CC3)CC2)c1	-10	-3.2%
CCN(CC)CCN(Cc1cc2cc(C)ccc2[nH]c1=O)C(=O)Nc1ccccc1OC	7	-0.7%
CC(C)(C)c1cc(C(=O)O)n[nH]1	-20	0.0%
COC(=O)c1c[nH]n2c(=O)c(C(C)C)c(C)nc12	-8	3.8%
N#C/C(C(N)=O)=c1/ccc2c(c1)N1C3=C(CCCC3)CC3CCCCC31N=2 (centres undefined)	x	2.1%
CNS(=O)(=O)c1cc(OCC(N)=O)c(C)cc1Cl	x	-1.4%
C=CCn1c(SCC(=O)Nc2ccccc2CC)nnc1-c1ccncc1	3	-2.3%

More compounds follow:
molecule	RmlCD inh 1536	M. tuberculosis GlmU
Cc1c(NC(=S)N/N=C/c2ccc(N(C)C)cc2)c(=O)n(-c2ccccc2)n1C	10	2.5%
O=C(CN1C(=O)c2ccccc2C1=O)N1CCN(c2ccccn2)CC1	x	2.4%
N#CC(c1ccc(=O)[nH]n1)c1ccc(Cl)cc1Cl (centres undefined)	0	2.5%
CCOC(=O)C(=N/O)/C(C)=N/NC(C)=O	-18	-3.4%
Nc1nnnn1NCc1cccc(OCc2ccccc2)c1	8	1.8%
CCN(CC)CCOCCOc1ccccc1F	x	1.9%
COCCNCC(=O)Nc1ccc(C)c(S(=O)(=O)N2CCCCC2)c1	6	3.5%
CCOc1ccc(/C=C/[N+](=O)[O-])c2ccccc12	x	0.1%
O=C(O)c1cc2ccccc2n1-c1ccccc1	-2	-7.4%
O=C(c1ccc(Cl)s1)N1CCN(c2nc3ccccc3s2)CC1	5	2.0%

Remaining list, next part
molecule	RmlCD inh 1536	M. tuberculosis GlmU
CCCn1nc(C(=O)Nc2cc(C(=O)OC)ccc2C)c2ccccc2c1=O	-3	2.5%
Cc1noc(N)c1C(=O)Nc1ccc(F)cc1	-11	1.3%
O=C(COC(=O)c1cccc(Cl)c1Cl)NCCN1C(=O)CSC1=O	1	2.5%
O=C(Cc1ccccc1)N1CCC(c2ccccc2)C1 (centres undefined)	-12	-2.7%
Cc1cccc(C(=O)NNC(=O)c2ccc(Br)cc2)c1	-3	-4.1%
CCCCCCCn1c2c(c(=N)c3c1CCC3)CCCC2	-2	-9.4%
COc1ccccc1N(CC(=O)NC1CCCCC1)C(=O)CCC(=O)Nc1ccccn1	x	8.4%
CCOC(=O)c1cnc2ccc(F)cc2c1Nc1ccc2c(c1)OCCO2	72	-0.8%
Cc1cc(C)n2nc(S(=O)(=O)N(C)c3ccccc3)nc2n1	12	0.2%
Cc1cc(=O)oc2cc(OCC(O)CN3CCc4ccccc4C3)ccc12 (centres undefined)	3	-1.5%

Going on with the list.
molecule	RmlCD inh 1536	M. tuberculosis GlmU
Cc1ccc(C(=O)NCC(=O)OCC(=O)Nc2cc(C)c(C)cc2[N+](=O)[O-])cc1	-8	4.0%
CCOC(=O)c1nn(C)c(C)c1Cl	4	8.2%
Cc1ccccc1NC(=O)C(C)c1ccc(-c2ccccc2)c(F)c1 (centres undefined)	-3	5.1%
O=C(/C=C/c1ccccc1[N+](=O)[O-])N1CCCCC1	2	-0.8%
CCOC(=O)c1c(C)n(C)c2ccc(O)c(CN(CC)CC)c12	14	1.3%
COC(=O)[C@H](Cc1ccccc1)NC(=O)Nc1ccc(OC)cc1	15	3.5%
Cc1cc2cc(CNC(=O)C3CC3)ccc2n1C	-10	3.9%
Cc1cccc(Nc2nc(N)c([N+](=O)[O-])c(N3CCOCC3)n2)c1	1	8.9%
O=C(COC(=O)c1ccc(S(=O)(=O)N2CCOCC2)cc1)NCc1cccs1	-5	0.0%
CC1=C(C(=O)Nc2ccccn2)C(c2ccc(Cl)cc2)NC(=S)N1 (centres undefined)	-13	2.5%

Next records follow.
molecule	RmlCD inh 1536	M. tuberculosis GlmU
NC(=S)N=Nc1c(O)n(C2OC(=O)c3ccccc32)c2ccccc12 (centres undefined)	-6	x
CCOC(=O)N1CCN(S(=O)(=O)c2ccc(OCC)cc2)CC1	x	3.2%
COCCN(C)C(=O)CC1C(=O)NCCN1CC(c1ccccc1)c1ccccc1 (centres undefined)	-3	9.9%
O=C(COC(=O)C1c2ccccc2Oc2ccccc21)NC1CCS(=O)(=O)C1 (centres undefined)	-12	19%
COc1ccc(N(C(=O)Nc2ccc(Cl)cc2)C2=NCCC2)cc1	-8	-5.4%
COc1ccc(N2CCN(S(=O)(=O)c3cccs3)CC2)cc1	x	1.5%
O=C1N/C(=C/c2ccco2)C(=O)N1Cc1ccccc1F	14	1.4%
CS(=O)(=O)N1CCN(c2ccc(NC(=O)CSc3nnc(-c4ccco4)o3)cc2)CC1	x	-6.0%
COc1ccc(CC(=O)NNC(=S)Nc2ccccc2)cc1Cl	8	2.5%
Cc1ccc(NC(=O)c2c(O)c3ccccc3n(C)c2=O)nc1	8	-3.9%

New compounds follow:
molecule	RmlCD inh 1536	M. tuberculosis GlmU
CC(/C=N/NC(=O)Cn1nnc(N)n1)=C\c1ccc(C(C)C)cc1	10	0.6%
Fc1ccc(Cn2nnnc2CN2CCN(C3CCCC3)CC2)cc1	-2	8.5%
Cc1ccc2[nH]c(=O)c(CN(C(=O)c3cccc([N+](=O)[O-])c3)C(C)C)cc2c1	x	-4.5%
Cc1cc(C)nc(NC(=O)/C=C/c2ccccc2Cl)c1	17	-0.2%
CC(=O)N1CCN(C(=S)Nc2ccc(Oc3ccccc3)cc2)CC1	1	-2.3%
CC(C)(C)c1cc(NC(=O)COC(=O)c2ccc3c(=O)n4c(nc3c2)CCC4)n(-c2ccccc2)n1	-3	-0.4%
O=C(NC1CCCCCC1)c1cc(S(=O)(=O)N2CCOCC2)ccc1N1CCCCC1	-3	-1.9%
Cc1nn(CCOc2ccccc2)c(=O)n1-c1ccccc1	-4	-2.5%
CC1=C/C(=N\OC(=O)/C=C/c2ccccc2)C(C)=CC1=O	x	-5.4%
CCOC(=O)N1CCN(Cc2cn[nH]c2-c2cccc3ccccc23)CC1	-5	3.4%

Filtered by structure: those above with a tert-butyl group
molecule	RmlCD inh 1536	M. tuberculosis GlmU
CC(C)(C)c1cc(C(=O)O)n[nH]1	-20	0.0%
CC(C)(C)c1cc(NC(=O)COC(=O)c2ccc3c(=O)n4c(nc3c2)CCC4)n(-c2ccccc2)n1	-3	-0.4%

Additional records
Second line of a record: RmlCD inh 1536	M. tuberculosis GlmU
- CC1CCC(C(C)C)C(OP(=O)(c2ccc(N(C)C)cc2)C(O)c2cccnc2)C1 (centres undefined)
→ x	2.8%
- CN(C)CCCNc1c(C(=O)O)cnc2c1cnn2C
→ x	-4.2%
- CCc1ccccc1N1C(=O)/C(=C/c2ccc(N3CCN(C)CC3)o2)C(=O)NC1=S
→ x	-3.9%
- O=C(CN(C(=O)c1cc2c(s1)CCC2)C1CCCC1)NCc1cccs1
→ 13	5.3%
- C/C(=N\NC(=O)c1cc(-c2cccnc2)nc2ccccc12)c1ccccc1O
→ -5	-2.0%
- Cc1ccc2c(NC(=O)C3CC3)c(C)ccc2n1
→ x	-2.4%
- CCCC(=O)NCCc1ccc(S(N)(=O)=O)cc1
→ 8	2.2%
- COc1ccc(C2c3c4c(n(C)c3CCN2C)CCN(C)C4c2ccc(OC)cc2)cc1 (centres undefined)
→ x	-0.9%
- CCOC(=O)N1CCC(NC(=O)C2CCCN(S(=O)(=O)c3ccc4c(c3)oc(=O)n4C)C2)CC1 (centres undefined)
→ 0	0.1%
- CC1=NN(C(=O)c2ccccc2-n2cccc2)C(O)(C(F)(F)F)C1 (centres undefined)
→ 10	-6.5%
- Nc1ccc2c(c1)nc(Cc1ccccc1)n2CCO
→ 5	-5.6%
- COc1ccc(-c2csc(C)n2)cc1Br
→ x	-1.7%
- CCCCNC(=O)CCCn1c(=O)[nH]c2ccc(Br)cc2c1=O
→ 2	2.8%
- COc1cccc(NC(=O)C2CCCN(S(=O)(=O)c3cccc4cccnc34)C2)c1 (centres undefined)
→ x	-0.6%
- Cc1cccc(C)c1NC(=O)C1c2cccc[n+]2CC(=O)N1Cc1cccs1 (centres undefined)
→ 5	-3.3%

The listing continues.
Second line of a record: RmlCD inh 1536	M. tuberculosis GlmU
- CC(=O)c1cccc(NS(C)(=O)=O)c1
→ 5	-0.9%
- Cc1ccc(S(=O)(=O)Nc2ccc(-c3nnc(SCc4ccccc4Cl)o3)cc2)cc1
→ 6	1.2%
- Cn1cc(CCC(=O)N2CCCC(C(=O)c3ccc(C(C)(C)C)cc3)C2)cn1 (centres undefined)
→ x	1.2%
- O=C(O)CCC(=O)CCC(=O)c1ccc(Cl)cc1
→ 25	1.0%
- CC(C)Cn1c(SCC(=O)N2CC(=O)Nc3ccccc32)nc2ccccc21
→ -6	0.4%
- Cc1ccc(NC(=O)NCCc2ccc(S(N)(=O)=O)cc2)cc1
→ -8	0.5%
- COc1ccc(C(=O)N2CCC(n3c(C)nc4cc(F)ccc43)CC2)cc1OC
→ 18	6.1%
- CCn1cc(C(=O)Nc2ccc(-n3cnnn3)c(OC)c2)c(=O)c2ccc(C)nc21
→ 2	0.2%
- COc1cc(/C=N/Nc2ccc(C(=O)O)cc2)cc(OC)c1OC
→ -4	17%
- O=C(CNC(=O)c1cc2ccccc2o1)NCc1cccs1
→ x	1.2%
- C/C(=N/N1CCN(c2ccccn2)CC1)c1ccc([N+](=O)[O-])cc1
→ x	-0.6%
- c1ccc(-c2ncc3c(ccc4ccccc43)n2)cc1
→ 5	-4.1%
- Nc1nc2c(ncn2CCC(CO)CO)c(=O)[nH]1
→ x	2.2%
- CCCCNC(=O)CSc1nc2ccccc2c(=O)n1CCNC(C)=O
→ -8	3.0%
- COCCNS(=O)(=O)c1ccc(-c2ccc(C)cc2)cc1
→ 0	0.9%
- Cc1nn(C)cc1NC(=O)c1ccc(Br)o1
→ x	-5.2%

Grouped by structure: the compounds so far with fluorine (13)
Second line of a record: RmlCD inh 1536	M. tuberculosis GlmU
- CC1=C(C(=O)Nc2ccc(F)cc2)C(c2ccc(C)o2)C2=C(CC(C)(C)CC2=O)N1 (centres undefined)
→ 7	-1.0%
- COc1cccc(C(=O)NC(=S)N2CCN(c3ccc(C(F)(F)F)cc3[N+](=O)[O-])CC2)c1
→ x	-0.3%
- O=C(c1cccc(C(F)(F)F)c1)C1CCCN(Cc2cccc(OCCO)c2)C1 (centres undefined)
→ x	1.5%
- CS(=O)(=O)N1CCCC(C(=O)Nc2ccc(F)cc2F)C1 (centres undefined)
→ 3	6.2%
- CCCC(=O)Nc1cc(C(F)(F)F)ccc1N1CCOCC1
→ 4	-3.9%
- CCN(CC)CCOCCOc1ccccc1F
→ x	1.9%
- Cc1noc(N)c1C(=O)Nc1ccc(F)cc1
→ -11	1.3%
- CCOC(=O)c1cnc2ccc(F)cc2c1Nc1ccc2c(c1)OCCO2
→ 72	-0.8%
- Cc1ccccc1NC(=O)C(C)c1ccc(-c2ccccc2)c(F)c1 (centres undefined)
→ -3	5.1%
- O=C1N/C(=C/c2ccco2)C(=O)N1Cc1ccccc1F
→ 14	1.4%
- Fc1ccc(Cn2nnnc2CN2CCN(C3CCCC3)CC2)cc1
→ -2	8.5%
- CC1=NN(C(=O)c2ccccc2-n2cccc2)C(O)(C(F)(F)F)C1 (centres undefined)
→ 10	-6.5%
- COc1ccc(C(=O)N2CCC(n3c(C)nc4cc(F)ccc43)CC2)cc1OC
→ 18	6.1%

This is a subset; rates above refer to the full screens.
